From PubChem
FUS suppressor: suppressors of FUS proteinopathy in yeast; S. cerevisiae FUS-expressing, growth rescue, OD600, 24 h; Potency, µM (highest dose often 76.6 µM), for inactives: at the highest dose growth rescue (activation), most hits filed as activators; 0.24% of 390,000 active;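 also: potency is read from the fitted curve at half-maximal effect; plate controls were DMSO vehicle for no effect and reference control for full effect; nearly all actives have a fitted effect of over 55% in size; some results filed as inactive show a strong effect at the top dose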
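Read-out: OD at 600 nm after 24hr at 30C, reporting rescue of FUS-induced yeast toxicity. Cells at OD 0.005 in galactose (2%) minimal medium; compounds tested in a dilution series; CP55940 titration from 92uM final as control.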
TDP-43 yeast inh: rescues yeast growth from TDP-43 toxicity; TDP-43 expressing yeast growth rescue, BacTiter-Glo, 24 h; Potency, µM (top dose mostly 46.1 µM), for inactives: at the top dose growth rescue (activation), most hits filed as activators; 1.8% of 410,000 active; AID 652104; also: potency is read from the fitted curve at half-maximal effect; % of control where 0% means no effect; nearly all actives have a fitted effect of over 50% in size
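In this qHTS, compounds that restore growth of yeast expressing TDP-43 appear as activators. Cells (OD600=0.02, galactose medium, raffinose-pregrown) are incubated with compound 24 hr at 30 deg C and growth is quantified by BacTiter-Glo.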
DRD3 antagonist: antagonists of human D3 dopamine receptor | max response, negative = inhibition, % | 2.5% of 360,000 active | D3R cells, DiscoveRx beta-arrestin luminescence, antagonist mode; hits give low values | P35462; in the data active = max response below about -50%; inconclusive = no clear call, values can overlap the other calls; also: % is scaled to controls: 0 for no effect and ±100 for the full control effect; mostly tested at two doses, the higher about 12 µM
Target sequence (P35462 whole entry, looked up): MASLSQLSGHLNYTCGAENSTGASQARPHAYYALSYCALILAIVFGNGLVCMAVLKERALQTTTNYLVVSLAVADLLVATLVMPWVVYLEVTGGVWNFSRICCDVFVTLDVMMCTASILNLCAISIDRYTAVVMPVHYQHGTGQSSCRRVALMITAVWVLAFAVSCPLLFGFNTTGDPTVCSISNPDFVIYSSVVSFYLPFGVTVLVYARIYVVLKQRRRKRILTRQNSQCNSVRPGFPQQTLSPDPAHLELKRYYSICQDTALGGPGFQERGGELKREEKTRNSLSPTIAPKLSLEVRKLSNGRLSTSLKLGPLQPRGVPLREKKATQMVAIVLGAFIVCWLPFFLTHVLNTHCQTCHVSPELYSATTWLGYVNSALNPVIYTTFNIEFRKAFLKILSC
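Cells expressing the human receptor were seeded at 1500 cells/well, incubated overnight at 37 degrees C in 5% CO2, then exposed to library compounds with dopamine controls for 90 minutes at 37 degrees C before luminescent detection.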
Abeta rescue: compounds reversing amyloid beta toxicity in yeast; Potency, µM (doses to about 46.1 µM), for the others: at the highest dose growth rescue, usual class: activators; AID 1347071; yeast expressing A-beta42, growth rescue, OD600, 48 h; response scale: 0% DMSO, 100% iron-clioquinol control; 0.063% of 410,000 active; also: potency is read from the fitted curve at half-maximal effect; nearly all actives have a fitted effect of over 55% in size
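Growth rescue measured by 600 nm absorbance after 48 h yeast culture at 30 C with compound. Values normalized between DMSO and an equimolar ferric chloride plus clioquinol control.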
EPAC2 ag: activates human EPAC2 exchange factor; Q8WZA2; EPAC2 activation, biochemical qHTS; response scale: 100% = 6.5 mM cAMP response; Potency, µM (titrated, usually from 154 µM), for the others: at the top dose activation, usual class: activators; 0.079% of 360,000 active; AID 720711; also: potency is read from the fitted curve at half-maximal effect; nearly all actives have a fitted effect of over 50% in size
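Nucleotide exchange monitored as fluorescence drop when BODIPY-GDP leaves Rap1B. Reaction: 100 nM EPAC2, 250 nM RAP1B-BODIPY-GDP, 50 uM GDP, room temperature, kinetic read over 30 min. Activity expressed relative to 6.5 mM cAMP.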
aSyn yeast inh: alpha-synuclein toxicity inhibition in yeast; Yeast expressing alpha-synuclein, growth rescue, BacTiter-Glo, 24 h; Potency, µM (titrated, usually from 46.1 µM), for the others: at the highest dose growth rescue (activation), hits mostly activators; 0.14% of 370,000 active; also: potency is read from the fitted curve at half-maximal effect; % of control where 0% means no effect; nearly all actives have a fitted effect of over 65% in size
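Galactose-induced alpha-syn yeast (OD600=0.02, raffinose-pregrown) + pinned cpd, 24 hr, 30 deg C; growth by BacTiter-Glo luminescence. Growth restoration scores as activation.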
EPAC2 antag: blocks human EPAC2 exchange factor; Q8WZA2; Potency, µM (highest dose often 114 µM), inactives show at the highest dose activity, negative = inhibition, usual class: inhibitors; EPAC2 GEF exchange of Rap1B-BODIPY-GDP, fluorescence; 0.18% of 360,000 active; AID 720708; also: potency is read from the fitted curve at half-maximal effect; % is scaled to controls: 0 for no effect and ±100 for the full control effect; nearly all actives have a fitted effect of over 45% in size; many of its hits are not listed in these tables
D3 ag: activates the human D3 dopamine receptor; P35462; max activation, %; 0.58% of 410,000 active; AID 652048; D3R DiscoveRx beta-arrestin cells, luminescence, 90 min; in the data active = max activation above about 30%; also: 0% is about no effect; mostly tested at two doses, the higher about 12 µM
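Cells at 1500/well, incubated overnight, then treated with pinned compounds (dopamine as control) for 90 min at 37 degrees C. DiscoveRx reagent added for 30 - 60 minutes at room temperature; luminescence read.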
Starred values were filed as active, the others as inactive; ? = inconclusive; nt = no result given; & = joins results of further samples; [ ] = another dose, or the depositor's remark. Unless noted, calls follow the shape of the dose curve; as a rule, active = well fitted curve in the direction sought with a large enough effect; inconclusive = small, poorly fitted or top-dose-only effect, or another doubt; inactive = no such curve, though single readings can be large; an effect the other way counts as inactive or inconclusive. A portion of the library; the hit share may differ from the screen's.

SMILES	FUS suppressor	TDP-43 yeast inh	DRD3 antagonist	Abeta rescue	EPAC2 ag	aSyn yeast inh	EPAC2 antag	D3 ag
CCOC(=O)c1c(NC(=O)OC)sc(C(=O)N(C)C)c1C	-6.0%	8.2%	-13.8	10.2%	16.2%[15.6 µM]	9.9%	-8.3%	7.6
COC(=O)c1ccccc1COc1cccn2c(N(C)CC3CC3)c(C)nc12	-5.6%	-0.2%	-5.0	-9.9%	5.6%	-5.8%	-11.7%	-9.1
CCOC(=O)COc1cc(OCC(=O)OCC)c2c(=O)cc(-c3ccccc3)oc2c1	?	-7.4%	21.2	-5.2%	2.9%	2.2%	5.9%	7.5
O=C(Oc1cccc2ccccc12)c1cc(Cl)nc2ccccc12	-11.5%	-2.7%	-14.1	-3.0%	7.0%	-0.2%	-11.9%	-3.9
CC(C)=CCc1c(O)cc(O)c2c(=O)c(O[C@@H]3O[C@@H](C)[C@H](O)[C@@H](O)[C@H]3O)c(-c3ccc(O)cc3)oc12	19.2%	2.4%	49.7	2.8%	-0.2%	-6.9%	6.3%	-0.3
COc1ccc(NC(=O)COC(=O)c2cc(SC)ccc2Cl)c(OC)c1	5.8%	0.0%	-4.2	5.6%	0.1%	8.0%	7.7%	32.4*
COc1ccc(N2CC(NC(=O)COc3ccc4ccccc4c3)CC2=O)cc1OC (stereo unspecified)	19.1%	14.4%	nt	-10.1%	nt	nt	nt	8.9
CC(OC(=O)c1ccccc1Br)C(=O)Nc1nc(-c2cccc([N+](=O)[O-])c2)cs1 (stereo unspecified)	6.5%	-9.0%	8.4	14.4%	3.4%	-16.1%	-1.8%	11.9
Cc1ccc2nc(N/N=C/c3ccccc3C#N)nc(-c3ccccc3)c2c1	nt	21.9%	-8.5	-24.9%	7.1%	-21.0%	0.7%	2.5
CSc1ccccc1C(=O)OCC(=O)N1CCCCCC1	-25.0%	-21.1%	-9.9	-8.1%	-3.7%	5.5%	-6.7%	14.7
Cc1cccn2cc(COc3ccc(-c4ccccc4)cc3)nc12	10.8%	?	0.7	-27.1%	4.6%	-3.9%	-13.1%	-0.9
O=C(NCCC1=CCCCC1)c1ccc2c(=O)n3nc(Nc4ccccc4)sc3nc2c1	-0.5%	19.6%	nt	-25.7%	nt	nt	nt	4.6
c1ccc(COc2ccc(OCCN3CCCCC3)cc2)cc1	-4.2%	-9.0%	-5.7	-3.3%	2.9%	0.0%	-9.2%	-20.1
OCCC1CN(Cc2cccn2-c2ncccn2)CCN1Cc1ccc(F)cc1 (stereo unspecified)	12.9%	-9.5%	-23.4	-13.1%	0.6%	-3.4%	3.8%	-10.5
O=C(CN1CCCCCC1)N/N=C/c1ccc2ccccc2c1	-20.4%	-9.5%	-14.5	-22.2%	2.0%	-2.0%	4.8%	8.4
NC(=O)c1ccc(-c2noc(-c3ccccc3F)n2)cc1	-19.2%	nt	nt	-14.1%	4.3%	nt	2.8%	nt
N/C(=N\OC(=O)CC1CCCCC1)c1ccc(Br)cc1	nt	7.94µM*	17.9	4.6%	-4.8%	-18.6%	-0.6%	0.8
O=C(O)CCCC(=O)OCc1c(-c2ccccc2)ncc2ccccc12	-9.4%	-0.5%	?	-4.2%	7.2%	10.6%	2.0%	-25.8
CC(C)CCNC(=O)COC(=O)/C=C/c1ccc2ccccc2n1	3.0%	?	-16.3	12.1%	1.4%	-4.5%	-0.2%	-5.1
CC(OC(=O)Cn1c(C(F)(F)F)nc2ccccc21)C(N)=O (stereo unspecified)	-18.1%	-12.6%	3.4	0.6%	5.2%	-2.4%	1.9%	2.6
Cc1c(C(=O)Nc2nc3ccccc3[nH]2)oc2ccccc12	-5.5%	6.2%	3.7	-36.9%[inhibitor]	-0.2%	-20.7%	0.7%	-4.4
Cc1ccc(C(=O)Oc2coc(CSc3nnc(NC(=O)c4cccs4)s3)cc2=O)cc1	34.2%	-9.3%	7.2	20.0%	-2.8%	-0.2%	19.7%	-3.2
COC(=O)c1cc(C(=O)N(Cc2ccccc2)c2ccccn2)cc([N+](=O)[O-])c1	0.6%	7.1%	25.1	16.0%	7.6%	6.7%	-15.1%[57.1 µM]	0.2
c1ccc(CCNc2ccc3c(c2)Cc2ccccc2-3)nc1	0.1%	-5.3%	-11.0	4.5%	2.0%	0.3%	-3.9%	-1.4
O=C(C1CCC(=O)N(C2CC2)C1)N1CCC(Oc2cccc(C(F)(F)F)c2)CC1 (stereo unspecified)	6.4%	-11.9%	8.0	-6.8%	2.5%	-0.8%	-1.1%	2.0
Cc1ccc(S(=O)(=O)CC(O)COc2ccc(F)cc2Cl)c(C)c1 (stereo unspecified)	36.1%	13.1%	13.6	?	2.7%	14.3%	-29.6%	4.2
COc1ccc(CCN2C(=NC(C)=O)SC3CS(=O)(=O)CC32)cc1OC (stereo unspecified)	-9.0%	5.2%	9.1	-0.2%	6.4%	-3.1%	-2.9%	5.0
C=CCOc1ccc2ccccc2c1/C=N/O	-4.7%	-8.8%	-19.1	-29.8%	15.0%	-6.1%	7.6%	-2.7
COc1ccc(C2CC(=O)c3cc(-c4nc(-c5cccc([N+](=O)[O-])c5)cs4)c(=O)n(-c4ccccc4)c3C2)cc1 (stereo unspecified)	4.8%	16.6%	nt	11.1%	nt	nt	nt	-5.7
Nc1cc(Cl)nnc1Cl	-1.9%	-1.7%	19.0	4.4%	5.6%	-8.3%	3.6%	-3.9
Cc1ccccc1Cn1cnc2c(oc3ccccc32)c1=O	2.1%&-6.8%	2.6%	-18.1	0.5%&-8.7%	4.9%	9.9%	-15.1%	-1.1&-25.1
O=C(c1ccc(Cn2cnnn2)cc1)N1CCCC(Nc2ccc(F)c(F)c2)C1 (stereo unspecified)	23.6%	1.5%	-18.8	-1.1%	3.1%	0.0%	-3.8%	1.8
O=C(O)c1cc(-c2ccccc2Cl)n(-c2ccccc2)n1	21.6%	-16.9%	-12.0	6.0%	7.3%	2.0%	-9.1%	-1.2
CC(C)(C(=O)Nc1nccs1)c1ccccc1	-1.9%	18.4%[9.22 µM]	2.2	1.5%	2.5%	5.0%	16.4%	-0.7
CC[C@]12c3[nH]c4ccccc4c3CCN1C(=O)C(CC(=O)NCc1cccc(C(F)(F)F)c1)C[C@@H]2C(=O)N1CCN(C(=O)c2ccco2)CC1 (stereo partly specified)	?	0.0%	0.0	-10.7%	9.6%	15.3%	8.8%	0.0
Cc1ccc(C)c(OCCC(=O)Nc2cccc(S(=O)(=O)N3CCCCC3)c2)c1	nt	18.2%	1.9	13.9%	2.4%	7.3%	-2.6%	6.1
Cc1cccc(-c2nc(CS(=O)CC(=O)NC3CCCCC3)c(C)o2)c1 (stereo unspecified)	7.0%	-0.2%	-2.4	9.4%	2.3%	10.0%	-0.3%	-4.7
O=C(c1ccco1)N1CCN(S(=O)(=O)c2ccccc2)CC1	-17.6%	10.8%	7.8	-5.2%	-3.3%	6.4%	9.3%	7.8
COc1ccc(N/C=C(/C(C)=O)c2ccccc2)cc1	nt	9.7%	-26.3	0.0%	0.2%	6.9%	-1.9%	0.3
CCN(CC)C(=O)c1[nH]cnc1C(=O)Nc1ccc(Cl)cc1	-11.4%	0.0%	24.3	0.6%	2.3%	-7.9%	-11.4%	11.7
C/C(=N/Nc1ccc(C(=O)O)cc1)c1ccc(O)c(O)c1O	6.6%	2.3%	8.7	-9.6%	4.0%	1.0%	?	5.8
C/C=C/Cn1c(SCc2ccc(Cl)cc2)nc2c1c(=O)[nH]c(=O)n2C	-23.2%	0.0%	7.4	13.1%	4.7%	1.5%	-2.1%	0.1
COCCN(C(=O)CCCC(=O)Nc1ccccn1)C(C(=O)NC1CCCCC1)c1ccc(C)cc1 (stereo unspecified)	17.8%	-7.2%	14.0	10.5%	-8.9%	-3.4%	7.2%[57.1 µM]	-10.1
Cn1c(CCN2CCCCC2)nc2cc([N+](=O)[O-])ccc21	2.5%	-18.3%	?	-10.9%	-1.2%	2.2%	13.1%	-33.3
O=C(c1ccc(C(=O)N2CCN(c3ccccc3F)CC2)nc1)N1CCN(c2ccccc2F)CC1	-24.2%	2.2%	-18.5	-0.7%	6.9%	-2.9%	2.1%	-6.1
COc1ccc(C(=O)NCc2nnnn2-c2ccc(C)c(C)c2)cc1	-17.3%	?	nt	-9.3%	nt	nt	nt	-11.7
CCNS(=O)(=O)c1ccc(NC(=O)c2ccc(Cn3cc(Br)cn3)o2)cc1	6.0%	4.0%	12.1	4.8%	-5.4%	-6.6%	-3.4%	2.1
CCOc1ccccc1C(=O)NCC(c1cccs1)S(=O)(=O)c1ccc(F)c(C)c1 (stereo unspecified)	11.3%	14.7%	nt	-0.4%	nt	nt	nt	-0.8

Full records, quoted from the list. Order of screens: FUS suppressor, TDP-43 yeast inh, DRD3 antagonist, Abeta rescue, EPAC2 ag, aSyn yeast inh, EPAC2 antag, D3 ag
Cn1c(CCN2CCCCC2)nc2cc([N+](=O)[O-])ccc21 reads 2.5%, -18.3%, ?, -10.9%, -1.2%, 2.2%, 13.1%, -33.3
CCOc1ccccc1C(=O)NCC(c1cccs1)S(=O)(=O)c1ccc(F)c(C)c1 (stereo unspecified) reads 11.3%, 14.7%, nt, -0.4%, nt, nt, nt, -0.8
O=C(c1ccco1)N1CCN(S(=O)(=O)c2ccccc2)CC1 reads -17.6%, 10.8%, 7.8, -5.2%, -3.3%, 6.4%, 9.3%, 7.8

The list goes on.
SMILES	FUS suppressor	TDP-43 yeast inh	DRD3 antagonist	Abeta rescue	EPAC2 ag	aSyn yeast inh	EPAC2 antag	D3 ag
COC(=O)c1ccc(CSc2nnnn2Cc2ccccc2)cc1	24.2%	24.7%	-10.7	-8.1%	18.9%	5.9%	-5.9%	-8.1
O=C(CCc1nc(-c2ccccc2F)no1)Nc1ccc(Oc2ccccc2)cc1	-12.6%	12.8%	-18.3	0.3%	8.8%	1.5%	-2.3%	2.5
O=C(Nc1ccc(-c2nc3ccccc3[nH]2)cc1)c1ccc2c(c1)OCO2	1.8%	-6.8%	-11.4	-7.0%	19.6%	-7.0%	-19.7%	5.4
CN(C)S(=O)(=O)c1cccc(C(=O)OCC(=O)c2ccc3c(c2)NC(=O)CO3)c1	3.4%	-19.1%	-0.8	2.7%	10.4%	11.8%	7.3%	10.5
O=C(c1ccccc1)c1cnc[nH]1	-1.5%	-10.5%	6.2	-3.5%	-13.4%	-0.9%	3.1%	-10.6
